LmPK inhibitor: qHTS Assay for Inhibitors of Leishmania Mexicana Pyruvate Kinase (LmPK); Q27686; purified LmPK, Kinase-Glo ATP luminescence, 1 h; Potency, µM (top dose mostly 57.5 µM), without a hit: at the top dose activity change, negative = inhibition, most hits filed as inhibitors; 290,000 tested, 0.37% active; further: potency means the concentration at half of the fitted maximal effect; on the % scale 0 is the no-effect control and ±100 the full control effect
Target sequence (Q27686 whole entry, looked up): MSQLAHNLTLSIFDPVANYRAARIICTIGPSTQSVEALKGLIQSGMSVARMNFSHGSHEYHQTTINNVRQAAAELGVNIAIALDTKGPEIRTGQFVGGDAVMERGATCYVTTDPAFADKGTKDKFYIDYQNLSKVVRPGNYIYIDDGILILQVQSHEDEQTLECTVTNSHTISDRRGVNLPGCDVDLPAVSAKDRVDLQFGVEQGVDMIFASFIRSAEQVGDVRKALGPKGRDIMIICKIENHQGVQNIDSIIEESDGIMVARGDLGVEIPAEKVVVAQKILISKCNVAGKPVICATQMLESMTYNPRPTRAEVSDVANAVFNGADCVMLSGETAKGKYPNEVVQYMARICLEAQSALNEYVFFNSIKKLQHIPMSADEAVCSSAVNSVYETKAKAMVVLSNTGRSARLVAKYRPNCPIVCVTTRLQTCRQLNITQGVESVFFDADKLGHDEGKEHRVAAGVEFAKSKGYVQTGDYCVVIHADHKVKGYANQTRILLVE
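Screened at intermediate enzyme activity to detect both inhibitors and activators: LmPK at 0.1 nM, with a 0.5 nM enzyme column as activation reference. PEP 0.5 mM, ADP 0.1 mM; ATP detected by luminescence after 1 h.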
CHX counter: Cycloheximide Counterscreen for Small Molecule Inhibitors of Shiga Toxin. 300,000 tested, 12% active. max response, %. AID 2314, 2010. cell reporter, cycloheximide protein synthesis inhibition counterscreen; in the data active means max response mostly above about 13%, no sharp cut-off; inactive means mostly below about 14%; further: read at 38.3 µM for the half of the compounds with a filed dose; 0% is about no effect
Tb PYK inh: qHTS of Trypanosoma Brucei Inhibitors. AID 624173, 2012. Potency, µM (titrated, usually from 76.8 µM), inactives show at the highest dose activity, negative = inhibition, hits mostly inhibitors. 410,000 tested, 0.12% active. TbPYK enzyme, Kinase-Glo Plus ATP luminescence, 45 min. pyruvate kinase (Trypanosoma brucei), Q57TT1; further: potency means the concentration at half of the fitted maximal effect; on the % scale 0 is the no-effect control and ±100 the full control effect; nearly all actives have a fitted effect of over 50% in size
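Screened from lowest to highest concentration, compounds were pinned into TbPYK/substrate mixtures, and ADP (130 uM final) was added. Plates sat at room temperature for 45 min prior to Kinase-Glo Plus detection by luminescence.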
AMA1-RON2 inh: qHTS for Inhibitors of AMA1-RON; Towards Development of Antimalarial Drug Lead: Primary Screen; 360,000 tested, 0.2% active; AlphaScreen AMA1-biotinylated RON2 peptide binding; Potency, µM (highest dose often 58.2 µM), inactives show at the top dose activity change, negative = inhibition, usual class: inhibitors; Plasmodium falciparum AMA1 (3D7) - RON2 peptide interaction; AID 720542, 2013;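 further: potency means the concentration at half of the fitted maximal effect; 0% = vehicle wells and -100% = peptide control; nearly all actives have a fitted effect of over 45% in size; some results filed as inactive show a strong effect at the top dose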
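AMA1 (3D7) with his tag at 25 nM final met compounds first, then biotinylated RON2 peptide at 25 nM; detection used donor plus acceptor beads, 10 µg/mL apiece, read by AlphaScreen after 30 min at room temperature.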
Shiga inhibitor: A qHTS for Small Molecule Inhibitors of Shiga Toxin; Vero cells, Shiga toxin protein synthesis inhibition reporter; inhibition, % at 38.7 µM; 290,000 tested, 9.2% active; AID 2315, 2010; in the data active means inhibition mostly above about 28%, no sharp cut-off; inactive means mostly below about 43%; further: 0% is about no effect
Pf growth 96h: Primary qHTS for delayed death inhibitors of the malarial parasite plastid, 96 hour incubation; P. falciparum luciferase reporter growth, 96 h; AID 504834, 2011; Potency, µM (doses to about 28.7 µM), for inactives: top-dose activity change, negative = inhibition, actives largely listed as inhibitors; 320,000 tested, 6.9% active; further: potency means the concentration at half of the fitted maximal effect; on the % scale 0 is the no-effect control and ±100 the full control effect
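Infected RBCs, 2% Hct / 0.05% parasitemia final; luciferase-reporter P. falciparum; cpd 96 h, 37 C, 5% CO2; luciferase detection reagent; luminescence.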
Pf growth 48h: Primary qHTS for delayed death inhibitors of the malarial parasite plastid, 48 hour incubation | P. falciparum luciferase growth in erythrocytes, 48 h | Potency, µM (highest dose often 28.7 µM), without a hit: at the highest dose activity change, negative = inhibition, most hits filed as inhibitors | 310,000 tested, 5.9% active; further: potency means the concentration at half of the fitted maximal effect; on the % scale 0 is the no-effect control and ±100 the full control effect
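Read-out is firefly luciferase luminescence from an integrated reporter in P. falciparum, so falling signal marks reduced parasite growth. Infected erythrocytes were at 2% hematocrit and 0.1% parasitemia (final) in Albumax-supplemented RPMI 1640.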
Starred values were filed as active, the others as inactive; ? = inconclusive; . = no result given; & = joins results of further samples; [ ] = another dose, or the depositor's remark. Unless noted, the call rests on the fitted dose curve; in most records, active means well fitted curve in the direction sought with a large enough effect; inconclusive means small, poorly fitted or top-dose-only effect, or another doubt; inactive means no such curve, though single readings can be large; an effect the other way counts as inactive or inconclusive. Rows were taken by chance; overall some 21% were active at least once.

Keys: A = LmPK inhibitor; B = CHX counter; C = Tb PYK inh; D = AMA1-RON2 inh; E = Shiga inhibitor; F = Pf growth 96h; G = Pf growth 48h
> COc1ccc(CN2CCC(CO)(CCOc3ccccc3)CC2)c(OC)c1C
  A: -2%	B: -3	C: 5%	D: 15%	E: -12	F: -6%	G: 3.7µM*
> CCOC(=O)Cc1c(C)[nH]n(-c2ccccc2)c1=O
  A: 1%	B: 4	C: -7%	D: 0%	E: 5	F: 3%	G: ?
> CCOC(=O)COc1nc(OC)nc(N2CCOCC2)n1
  A: -2%	B: -1	C: .	D: -12%	E: 1	F: 2.6µM*	G: -8%
> Cc1cccn2c(=O)c3cc(C(=O)NCCN4CCOCC4)c(=N)n(Cc4cccnc4)c3nc12
  A: -10%	B: -4	C: 2%	D: 110%[activator]	E: -22	F: 7.4µM*	G: -6%
> CCC(=O)N1CCc2cc(S(=O)(=O)CCC(=O)Nc3ccc(OC)c(OC)c3)ccc21
  A: 7%	B: 4	C: 3%	D: -7%	E: -4	F: ?	G: -17%
> O=C(NCCS(=O)(=O)N1CCN(c2ccccc2F)CC1)c1cc(=O)c2ccccc2o1
  A: 7%	B: -2	C: 7%&-2%	D: -11%	E: 2	F: 178%[activator]	G: -1%
> COc1ccc(/C=C2/SC(=S)N(CC(=O)O)C2=O)cc1OCc1ccc(Cl)cc1
  A: -3%	B: 33*	C: -16%	D: -12%	E: 42*	F: -10%	G: ?
> CC1CCN(C(=O)Cn2nnc(-c3cccs3)n2)CC1
  A: 5%	B: 39*	C: 0%	D: -4%	E: 68*	F: ?	G: 202%[activator]
> CN(C)C1(CNC(=O)CC(NC(=O)c2ccccc2Cl)c2ccccc2)CCCCC1 (centres undefined)
  A: 3%	B: -5	C: -3%	D: 0%	E: -7	F: ?	G: ?
> COc1cc(/C=C(\NC(=O)c2ccccc2)C(=O)NCC(=O)O)c([N+](=O)[O-])cc1OC
  A: 0%	B: 9	C: 5%	D: 10%	E: 11	F: -5%	G: 15%
> O=C(CC1CCCC1)Nc1nnc(C2CC2)s1
  A: -8%	B: 24	C: -2%	D: 1%	E: 43	F: -20%	G: 24%
> Cc1ccc(S(=O)(=O)n2[nH]c(=O)cc2N)cc1
  A: -4%	B: 4	C: -18%	D: 104%[activator]	E: -19	F: 98%[activator]	G: 61%[activator]
> CN(C[C@H](Cc1ccccc1)N(C[C@H](Cc1cccc2ccccc12)N(CCc1ccccc1)N=O)N=O)N=O
  A: -1%	B: -5	C: -7%&5%	D: -3%&1%	E: -7	F: ?	G: ?
> O=C(CSc1nnc(-c2ccncc2)n1CC1CCCO1)NCc1ccccc1 (centres undefined)
  A: 2%	B: 2	C: -1%	D: -9%	E: -16	F: .	G: -2%
> CN1CCC(=NNC(=O)CSCc2ccccc2)CC1
  A: -5%	B: -2	C: -3%	D: 2%	E: -6	F: 31%[activator]	G: 25%

Next structures:
Keys: A = LmPK inhibitor; B = CHX counter; C = Tb PYK inh; D = AMA1-RON2 inh; E = Shiga inhibitor; F = Pf growth 96h; G = Pf growth 48h
> O=C(NCC1COc2ccccc2O1)C1CCC(CNc2c(N3CCCCC3)c(=O)c2=O)CC1 (centres undefined)
  A: 4%	B: -7	C: -8%	D: -10%	E: 5	F: ?	G: .
> Cc1ccc(Cn2nc(C)c(NC(=O)c3cc(-c4ccco4)on3)c2C)cc1
  A: 5%	B: -2	C: -8%	D: 3%	E: 10	F: ?	G: ?
> COc1ccccc1C(=O)O/N=C(\N)c1ccccn1
  A: ?	B: 22*	C: -14%	D: 37%[activator]	E: 34	F: .	G: -28%
> O=C(NCCN1CCCC(O)C1)c1cc(COc2ccc(F)cc2Cl)on1 (centres undefined)
  A: 8%	B: -4	C: -4%	D: -2%	E: -4	F: ?	G: -6%
> O=C(c1cccc(S(=O)(=O)N2CCOCC2)c1)N1CCCC1
  A: -4%	B: -2	C: -1%	D: 4%	E: -9	F: -1%	G: 31%[activator]
> Cc1ccc(-n2nc(C)c3c2OC(N)=C(C#N)C3c2ccncc2)cc1 (centres undefined)
  A: -5%	B: -6	C: -4%	D: -2%	E: 13	F: 0.52µM*	G: -2%
> S=C(NCCNCc1ccccc1)NC1CCCCC1
  A: 4%	B: -3	C: .	D: .	E: -5	F: 4.7µM*	G: ?
> O=C(CCN1c2ccccc2Sc2ccccc21)Oc1ccccc1
  A: -3%	B: 4	C: -5%	D: -14%	E: -6	F: 41%[activator]	G: 3%
> CN1C(=O)N(CC(=O)N2CCN(c3ncccn3)CC2)C(=O)C12CCCCC2
  A: .	B: .	C: 1%	D: -7%	E: .	F: 15%	G: -7%
> C/C(N)=C(/C#N)C(=O)COC(=O)c1cc(-c2cccc(Br)c2)nc2ccccc12
  A: -4%	B: 1	C: 6%	D: -14%	E: 5	F: -14%	G: 14%
> Cc1ccc(Nc2nc3c(s2)CCC3)c(C)c1
  A: 1%	B: 32*	C: -3%	D: 30%	E: 56*	F: -52%	G: -13%
> C=CCC(NCc1ccccc1)c1ccccc1 (centres undefined)
  A: -1%	B: 4	C: -1%	D: -8%	E: 9	F: -13%	G: 30%[activator]
> O=C(NCc1ccc2c(c1)OCO2)C1CCC(CNc2c(N3CCCC3)c(=O)c2=O)CC1 (centres undefined)
  A: -2%	B: -2	C: -1%	D: -6%	E: -3	F: 1%	G: ?
> CCn1c(SCC(=O)Nc2ccccc2)nc2ccccc2c1=O
  A: -1%	B: -2	C: -1%	D: 9%	E: -3	F: ?	G: -4%
> COc1ccc(NC(=O)CCC(=O)c2ccc(Cl)cc2)cn1
  A: .	B: .	C: 1%	D: 16%	E: .	F: 8%	G: -22%

More structures follow:
Keys: A = LmPK inhibitor; B = CHX counter; C = Tb PYK inh; D = AMA1-RON2 inh; E = Shiga inhibitor; F = Pf growth 96h; G = Pf growth 48h
> Cc1nnc(C)n1/N=C/c1ccc2c(c1)OCCO2
  A: 0%	B: 3	C: -3%	D: 4%	E: -11	F: 16%	G: 3%
> O=C(CSc1nc2ccc(Cl)cc2[nH]1)c1ccc2c(c1)OCO2
  A: 3%	B: 17	C: 0%	D: ?	E: 11	F: 13µM*	G: 12µM*
> Cn1cccc1C(=O)NNC(=O)c1ccccc1Br
  A: .	B: .	C: -11%	D: -23%	E: .	F: 98%[activator]	G: 99%[activator]
> COc1ccc(CCNC(=O)c2cc(-c3cc(Cl)ccc3O)n[nH]2)cc1OC
  A: 3%	B: -1	C: -3%	D: 140%[activator]	E: -4	F: -22%	G: ?
> Cc1cc(C)c2c(N)c(C(=O)c3ccc(Cl)cc3Cl)sc2n1
  A: 3%	B: 7	C: 18%	D: 2%	E: -17	F: 35%[activator]	G: 13µM*
> CC(C)(C)CN1CCN(Cc2cccnc2)CC1CCO (centres undefined)
  A: 0%	B: -1	C: 0%	D: 6%	E: .	F: 10µM*	G: -13%
> O=C(NCc1ccco1)c1ccc([N+](=O)[O-])o1
  A: 4%	B: 12*	C: 1%	D: -6%	E: 50	F: ?	G: ?
> CCOC(=O)C1CCN(S(=O)(=O)c2ccc3c(c2)CCCN3C(C)=O)CC1
  A: 4%	B: 7	C: -2%	D: 0%	E: -4	F: .	G: -8%
> O=[N+]([O-])c1ccc(N2CCN(S(=O)(=O)c3ccccc3)CC2)cc1
  A: -2%	B: -1	C: 3%	D: 32%[activator]	E: -10	F: -4%	G: 5%
> CN(C)CCNC(=O)Cn1ccc2cc(S(=O)(=O)N3CCCCCC3)ccc21
  A: -3%	B: 2	C: 0%&-2%	D: -1%	E: -5	F: -4%	G: ?
> Cc1noc(N)c1C(=O)Nc1ccccc1F
  A: -3%	B: -2	C: -4%	D: -14%	E: -8	F: ?	G: -6%
> COc1ccc(NC(=O)C(=O)NCC(c2ccco2)N2CCc3ccccc32)cc1 (centres undefined)
  A: .	B: .	C: -8%	D: 10%	E: .	F: 15%	G: -14%
> CCC(C)(C)C1CCC2(CC1)NC(=O)N(CC(=O)Nc1cc(C(F)(F)F)ccc1N1CCOCC1)C2=O (centres undefined)
  A: -2%	B: 1	C: 2%	D: 11%	E: -8	F: ?	G: 47%[activator]
> N/C(=N\OC(=O)c1ccc2c(c1)OCO2)c1ccc([N+](=O)[O-])cc1
  A: -1%	B: 15	C: 1%	D: -9%	E: 10	F: 0%	G: -12%
> CCC(=O)NCc1c(Cl)cccc1-n1cccc1
  A: 3%	B: -7	C: 12%	D: -1%	E: 3	F: -4%	G: -9%

Further results follow.
Keys: A = LmPK inhibitor; B = CHX counter; C = Tb PYK inh; D = AMA1-RON2 inh; E = Shiga inhibitor; F = Pf growth 96h; G = Pf growth 48h
> Oc1ccc(Br)cc1-c1cc(-c2ccccc2)n[nH]1
  A: 2%	B: 16*	C: 3%	D: 92%[activator]	E: 16	F: 3.3µM*	G: 5.2µM*
> COc1ccc(F)cc1C(=O)C1CCCN(C(=O)CCc2ccccn2)C1 (centres undefined)
  A: -9%	B: 8	C: 0%	D: 10%	E: -15	F: ?	G: -19%
> O/N=C/c1c[nH]c2ccccc12
  A: 0%	B: -1	C: 1%	D: 0%	E: -3	F: 3%	G: 17%
> O=c1cc(-c2ccccc2)cc(-c2ccccc2)n1O
  A: .	B: .	C: 3%	D: 92%[activator]	E: .	F: ?	G: 13µM*
> CCOc1ccccc1NC(=O)COn1nnc2ccc(Cl)cc21
  A: 1%	B: 15	C: 5%	D: 22%	E: 2	F: -21%	G: 90%[activator]
> O=C(NCC1CCCO1)C1CCC(=O)N1CCc1ccccc1 (centres undefined)
  A: -1%	B: -2	C: -5%	D: -3%	E: 19	F: ?	G: 34%[activator]
> CC(C)(C)N1NC2(CCCCC2)NC1=S
  A: 23%	B: 7	C: ?	D: 3%	E: -13	F: 25%	G: 6%
> Cc1cccc(/C(N)=N/OC(=O)c2cccnc2)c1
  A: 22µM*	B: 33*	C: 2%	D: 12%	E: 103*	F: 2%	G: 3%
> CCCC1C(C#N)=C(N)Oc2c1c(=O)oc1ccccc21 (centres undefined)
  A: 6%	B: -1	C: 0%	D: 8%	E: 17	F: -14%	G: 4%
> Cc1ccc(NC(=O)N(CCCN2CCOCC2)Cc2cccs2)cc1C
  A: 0%	B: 2	C: 2%	D: 0%	E: 2	F: -53%	G: .
> C/C(CC(=O)Nc1cccc(C(F)(F)F)c1)=N\NC(=O)Cc1ccccc1
  A: 7%	B: 9	C: -4%	D: 53%[activator]	E: -17	F: -8%	G: -6%

Sorted by length of the SMILES (lowest first): three of the compounds above
Keys: A = LmPK inhibitor; B = CHX counter; C = Tb PYK inh; D = AMA1-RON2 inh; E = Shiga inhibitor; F = Pf growth 96h; G = Pf growth 48h
> O=c1cc(-c2ccccc2)cc(-c2ccccc2)n1O
  A: .	B: .	C: 3%	D: 92%[activator]	E: .	F: ?	G: 13µM*
> Cc1ccc(S(=O)(=O)n2[nH]c(=O)cc2N)cc1
  A: -4%	B: 4	C: -18%	D: 104%[activator]	E: -19	F: 98%[activator]	G: 61%[activator]
> O=C(c1cccc(S(=O)(=O)N2CCOCC2)c1)N1CCCC1
  A: -4%	B: -2	C: -1%	D: 4%	E: -9	F: -1%	G: 31%[activator]
